CatS inh – inhibitors of human cathepsin S | P25774 | recombinant cathepsin S, AMC dipeptide fluorescence, pooled mixtures | inhibition, %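 (tested at 5 µM per compound within 10-compound mixtures)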 | 62,000 compounds, 0.06% hits | AID 501; in the data active = inhibition above about 32%, passing the limit was not always enough;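 note: 0% = enzyme without compound and 100% = blank without enzyme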
Target sequence (P25774 115-331 limits assumed): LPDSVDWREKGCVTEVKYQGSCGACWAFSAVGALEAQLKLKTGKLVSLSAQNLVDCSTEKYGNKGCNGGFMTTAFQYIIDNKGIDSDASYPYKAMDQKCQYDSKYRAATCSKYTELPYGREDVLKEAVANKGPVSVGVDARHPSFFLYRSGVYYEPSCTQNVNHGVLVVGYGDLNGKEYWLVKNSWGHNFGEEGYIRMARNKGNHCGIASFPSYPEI
CatL block – inhibitors of human cathepsin L | purified cathepsin L, fluorogenic substrate, fluorescence | inhibition, %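 (tested at 10 µM)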 | P07711 | AID 460 | 58,000 compounds, 0.17% hits; in the data active = inhibition above about 45%;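 note: 0% = enzyme with no compound and 100% = no enzyme blank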
Target sequence (P07711 114-288 limits assumed): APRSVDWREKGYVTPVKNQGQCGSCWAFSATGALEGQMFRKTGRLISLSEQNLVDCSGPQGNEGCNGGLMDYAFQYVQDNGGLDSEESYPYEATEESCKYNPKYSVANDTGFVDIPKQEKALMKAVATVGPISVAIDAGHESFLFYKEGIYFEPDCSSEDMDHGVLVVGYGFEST
Target sequence (P07711 292-333 limits assumed): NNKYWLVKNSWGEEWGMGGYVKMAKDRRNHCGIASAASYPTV
Ec RNAP inh – blocks E. coli RNA polymerase transcription; 62,000 compounds, 0.2% hits; fluorescence transcription assay; inhibition, %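 (tested at 10 µM)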; AID 559; P0A8V2; in the data active = inhibition above about 20%;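 note: 0% = enzyme without compound and 100% = no enzyme blank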
CatB mixtures – inhibitors of human cathepsin B in compound mixtures. P07858. AID 488. inhibition, %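 (ten-compound pools at 5 µM per compound and 50 µM total)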. Purified cathepsin B, AMC dipeptide fluorescence. 62,000 compounds, 0.06% hits; in the data active = inhibition above about 22%, passing the limit was not always enough;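 note: 0% = enzyme without compound and 100% = no enzyme blank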
AP complement – alternative pathway complement inhibition, orthogonal assay. Human serum alternative complement pathway, LPS-coated ELISA, C3 deposition; tested in compound mixtures. AID 1235. inhibition, % at 5 µM. 62,000 compounds, 0.08% hits;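 active = inhibition above 30% in each of the two pooled mixtures holding the compound, so the lower value exceeds 30%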;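 note: 0% = serum in Mg-EGTA without compound and 100% = EDTA serum blank; some compounds past the cut are filed as inactive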
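Test system: human serum complement alternative pathway, C3 deposition onto LPS / Medium: Mg2+-EGTA GVB++ buffer containing human serum at 1:15 dilution / Probe or stimulus: Plate-bound LPS / Times: 1 h at 37 °C / Signal: ELISA with HRP anti-human C3 antibody, TMB substrate, absorbance 450 nm / Measure: percent inhibition / Repeats: two pool placements per compound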
Cathepsin G inh – inhibitors of human cathepsin G; P08311; purified enzyme, AMC-tetrapeptide fluorescence, pooled mixtures; inhibition, % at 5 µM (by protocol); 62,000 compounds, 0.2% hits; AID 581;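 active = inhibition above 20% in each of the two mixture wells holding the compound; inactive = inhibition of 20% or less in either well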;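 note: 0% = enzyme control without mixture and 100% = blank lacking enzyme; strong numbers were not always called active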
Target sequence (P08311 21-244 limits assumed): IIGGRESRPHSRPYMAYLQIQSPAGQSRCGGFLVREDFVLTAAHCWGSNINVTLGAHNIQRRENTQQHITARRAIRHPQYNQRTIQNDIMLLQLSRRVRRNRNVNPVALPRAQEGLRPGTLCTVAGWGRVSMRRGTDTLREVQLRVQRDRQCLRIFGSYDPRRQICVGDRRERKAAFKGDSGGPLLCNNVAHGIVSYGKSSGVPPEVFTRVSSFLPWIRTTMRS
FXIa inh mix – inhibitors of human coagulation factor XIa, pooled mixtures | P03951 | purified FXIa, fluorogenic substrate | inhibition, % at 5 µM | 62,000 compounds, 0.19% hits | AID 680; in the data active = inhibition above about 20%, passing the limit was not always enough;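 note: each value is inhibition by a whole ten-compound pool holding the compound; 0% = enzyme with no mixture and 100% = wells lacking enzyme; strong numbers were not always called active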
CatB block – inhibitors of human cathepsin B. inhibition, %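 (tested at 10 µM)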. purified cathepsin B, fluorogenic substrate, fluorescence. P07858. 63,000 compounds, 0.1% hits. AID 453; in the data active = inhibition above about 21%;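 note: 0% = enzyme with no compound and 100% = no enzyme blank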
C1s inh – human complement C1s inhibition | P09871 | purified C1s, fluorogenic AMC substrate, pooled mixtures | mean inhibition % of two 10-compound mixtures (hits give high values), % at 5 µM (by protocol) | 62,000 compounds, 0.16% hits | AID 538;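 active = inhibition above 20% in each of the two 10-compound mixture wells holding the compound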;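 note: 0% = enzyme wells lacking compound mixture and 100% = no-enzyme blank wells; some compounds called inactive have numbers as strong as hits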
An asterisk follows results filed as active; nt = not tested or not shown.

SMILES	CatS inh	CatL block	Ec RNAP inh	CatB mixtures	AP complement	Cathepsin G inh	FXIa inh mix	CatB block	C1s inh
Cn1c(=O)[nH]c(=O)c2c1nc(SCCN1CCCCC1)n2CCCc1ccccc1	-2	7	8	7	22	12	1	1	12
O=C(CNS(=O)(=O)c1ccccc1)NCc1ccccn1	-2	4	8	4	8	14	6	4	11
O=C(NCCc1ccccc1)c1cnn2c(C(F)F)cc(C3CC3)nc12	13	6	12	8	3	15	16	5	15
Cc1ccc(S(=O)(=O)NC(CC(=O)O)c2ccco2)cc1 (centres undefined)	-9	-10	-1	3	19	-1	3	-8	0
CCOc1ccc(-n2c(SCC(=O)NC(C)CC)nc3n[nH]c(C)c3c2=N)cc1 (centres undefined)	-2	1	7	5	22	9	8	4	4
O=C(NCC(=O)N(c1ccc2c(c1)OCO2)C(C(=O)NC1CCCC1)c1cccs1)c1ccco1 (centres undefined)	7	9	12	-2	-15	9	-2	1	3
O=C(OCn1nnc2ccccc2c1=O)c1cccs1	-5	-9	1	6	21	-2	6	-5	-1
O=C(CN1CCN(c2ccccc2)CC1)Nc1cccc(C(F)(F)F)c1	1	11	2	-1	-27	-5	3	-1	-1
CN1C(=O)c2ccc(N3CCCC3)cc2C1=O	17	8	5	7	-20	-11	0	9	-11
CCCCc1nc(NCCN2CCOCC2)c(C#N)c2c1COC(C)(C)C2	-20	12	5	-19	6	11	-3	8	-102
CC(=O)n1cc(C2C(=O)CC(C)(C)CC2=O)c2ccccc21	6	8	3	0	15	3	5	1	-19
CCN(CCCNC(=O)COc1cc(=O)n(C)c2ccccc12)c1cccc(C)c1	-3	-3	7	4	14	11	10	7	15
Cc1ccccc1NC(=O)N1C2CCCC1CC(NC(=O)C(C)(C)C)C2 (centres undefined)	10	11	7	5	0	3	-1	4	-14
COc1ccc(-c2cc(C(=O)N3CCCc4ccccc43)no2)cc1	-13	2	-2	-16	-2	-18	-16	-1	-33
Cc1nc2nc(C)c(CCC(=O)N3CCc4ccccc43)c(C)n2n1	13	14	2	-1	6	-2	9	2	0
N#CC(C(=O)Nc1ccc(Cl)cc1)=C1Nc2ccccc2N1	-1	3	0	3	7	9	2	3	-5
CCOc1ccc2nc(N3CCC(C(=O)N4CCN(C(=O)c5ccco5)CC4)CC3)sc2c1	-5	-1	2	3	7	0	4	-1	-2
COc1ccc(NC(=O)C2Cc3ccccc3C(=O)O2)cc1 (centres undefined)	5	0	11	-8	-2	8	-7	6	-16
O=C(Nc1ccc2c(c1)OCO2)Nc1ccc(Br)cn1	5	-4	9	3	8	7	0	4	-16
CC(C)c1ccc(NC(=O)CSc2nnc(-c3ccccn3)n2C)cc1	7	18	5	1	-1	-2	2	0	5
COc1cc2c(=O)n(Cc3ccccc3)c(=O)n(CC(=O)NCC3CCCO3)c2cc1OC (centres undefined)	3	2	7	6	8	2	1	-3	-33
CN1CCN(C(=O)CN(c2cccc(Cl)c2)S(=O)(=O)c2ccccc2)CC1	-3	19	9	-1	-14	9	5	1	12
CCn1c(SC)nnc1-c1nnc(SC)n1CC	5	12	7	6	21	10	6	3	12
CC(=O)c1oc2ccccc2c1N	-7	4	1	-4	5	25	-2	3	-17
O=S(=O)(c1ccccc1)c1ccccc1/C=N\O	15	21	nt	6	-14	-12	-4	8	-36
CCOC(=O)C1C(=O)Nc2nc3ccccc3n2C1C(C)C (centres undefined)	6	17	14	4	8	14	4	0	16
CCc1sc(NC(=O)COC)nc1-c1ccccc1	-10	11	2	-4	20	42	3	-1	0
O=C1CC(Sc2nnc(-c3ccccc3O)o2)C(=O)N1c1ccccc1 (centres undefined)	0	4	7	-9	4	12	-9	-3	-85
O=C(c1ccc(C#Cc2ccccc2)o1)N1CCN(c2ccccn2)CC1	-4	6	-3	3	-18	-10	8	2	-10
O=C(Nc1ccc2c(c1)OCO2)C1CCN(c2ccc(S(=O)(=O)N3CCOCC3)cc2)CC1	7	9	1	1	5	-3	7	4	-13
CCN(CC)C(C(=O)Nc1ccc2c(c1)OCO2)c1ccccc1 (centres undefined)	0	nt	3	5	6	2	8	-1	-27
COc1cc(NC(=O)c2cnn3c(C)cc(C)nc23)c(OC)cc1Cl	0	2	8	-6	6	7	-4	2	-39
O=C1CCc2cc(S(=O)(=O)N3CCC(C(=O)NCc4ccccn4)CC3)ccc2N1	-6	-6	-5	-5	14	1	-1	-2	-21
O=C(CCCn1c(=O)[nH]c2ccsc2c1=O)NCc1cccs1	0	-8	-3	-1	14	-3	-16	8	-27
O=C(Cn1c(=O)n(-c2ccccc2)c(=O)c2sccc21)N1CCCC1	-1	6	0	5	19	-1	8	-2	3
O=C1CN(C(=O)c2ccccc2)c2ccccc2N1	15	21	8	3	12	10	-2	3	14
CC(C)c1nccn1S(=O)(=O)c1cc(Cl)ccc1Cl	3	7	10	2	-2	6	9	1	13
CC1(C)CC(=O)c2sc(N3CCCCC3)nc2C1	6	9	10	0	-4	9	1	5	14
CCC1(c2ccc(F)cc2)NC(=O)N(CC(=O)c2ccc[nH]2)C1=O (centres undefined)	0	12	7	1	-2	-8	-3	1	-5
O=C(NCc1cccc(Cl)c1)c1cnccn1	0	3	5	3	16	13	1	0	18
O=C(O)C1CCCCC1C(=O)NC1CCCCC1 (centres undefined)	-3	0	-11	-4	18	-2	0	-6	-2
O=S1(=O)C=C(Oc2ccc(F)cc2)c2ccccc21	11	10	12	5	2	13	2	0	12
Brc1cccc(-c2nnc3n2CCC3)c1	10	nt	5	6	5	-2	2	11	-12
Cc1cccc(-n2nc3c(c2NC(=O)c2ccc(S(=O)(=O)N4CCOCC4)cc2)CSC3)c1C	7	6	4	6	12	16	6	1	17
Cc1ccc(S(=O)(=O)NC(=O)Nc2ncc3c(n2)CC(c2ccco2)CC3=O)cc1 (centres undefined)	-7	14	-6	-3	6	-8	5	2	-70
Cc1cc(NC(=O)CCC(=O)N(c2ccccc2)C(C(=O)NCC2CCCO2)c2cccnc2)no1 (centres undefined)	1	-4	nt	0	0	-3	1	2	4
CC(C)c1[nH]nc2c1C(c1ccc(OC(=O)c3ccco3)cc1)C(C#N)=C(N)O2 (centres undefined)	2	-1	6	8	16	1	3	-3	4
C=CCOC(=O)C1=C(C)OC(N)=C(C#N)C1c1ccc2c(c1)OCO2 (centres undefined)	15	2	7	2	-12	4	-3	5	28
COc1ccc(-c2ccc(-c3noc(-c4ccccc4)n3)c(OC)n2)cc1	3	-102	4	5	3	1	2	3	2
Cc1ccnc(Nc2nc3ccccc3o2)n1	-7	nt	2	3	19	-5	1	-7	-73
CCOC(=O)c1[nH]c(C)c(C(=O)NCCC2=CCCCC2)c1C	9	2	1	2	8	12	8	3	1
Cn1c(N)c(C(=O)COC(=O)c2ccc3c(c2)OCCO3)c(=O)n(C)c1=O	-1	17	2	1	-3	2	-3	6	-17
O=S(=O)(c1cccs1)n1cccn1	4	8	-3	-1	-29	-10	1	1	-17
COC(=O)c1nc2n(n1)C(c1cccc(Cl)c1)C1=C(CC(C)(C)CC1=O)N2 (centres undefined)	1	-2	2	3	18	5	8	5	14
Cc1ccc2nc(N3CCN(Cc4nnnn4Cc4ccccc4)CC3)c(C#N)cc2c1	4	0	1	3	18	9	7	14	13
Cc1csc(NC(=O)CCC(=O)N(CC(=O)NC2CCCC2)Cc2ccco2)n1	-4	18	0	-1	6	8	-6	5	-4
COCCn1c(C(C)C)nc2oc3ccccc3c(=O)c2c1=O	3	0	nt	0	8	9	4	2	5
COc1ccc(S(=O)(=O)N2Cc3ccccc3CC2C(=O)O)cc1OC (centres undefined)	-3	9	-5	-2	19	-6	-9	1	-29
CCOC(=O)C1CCN(C(=O)COc2ccc(S(=O)(=O)NC(C)C)cc2)CC1	11	11	7	4	-2	16	1	6	20
O=C(CCn1cccc1)NCc1ccc2c(c1)OCO2	0	1	3	3	11	9	1	2	10

A draw from above in order of molar mass, descending:
SMILES	CatS inh	CatL block	Ec RNAP inh	CatB mixtures	AP complement	Cathepsin G inh	FXIa inh mix	CatB block	C1s inh
CC(C)c1[nH]nc2c1C(c1ccc(OC(=O)c3ccco3)cc1)C(C#N)=C(N)O2 (centres undefined)	2	-1	6	8	16	1	3	-3	4
COc1ccc(S(=O)(=O)N2Cc3ccccc3CC2C(=O)O)cc1OC (centres undefined)	-3	9	-5	-2	19	-6	-9	1	-29
O=C1CN(C(=O)c2ccccc2)c2ccccc2N1	15	21	8	3	12	10	-2	3	14

Continued.
SMILES	CatS inh	CatL block	Ec RNAP inh	CatB mixtures	AP complement	Cathepsin G inh	FXIa inh mix	CatB block	C1s inh
COc1ccccc1NS(=O)(=O)c1ccc(C(=O)OCC(=O)NCc2ccco2)cc1	17	24	9	-1	-14	-5	4	3	-2
CC(=O)NC(C)C(c1cccs1)N1CCN(c2ccccc2)CC1 (centres undefined)	-2	0	1	4	11	1	6	0	3
COC(=O)[C@H](C)NC(=O)Nc1ccc(OC)c(OC)c1	-4	-7	5	3	5	1	9	-3	0
CCC(C)c1ccc(NC(=O)c2cccnc2)cc1 (centres undefined)	7	-11	3	8	7	8	8	3	17
O=C(C1CCCCC1)N1CCCn2c1nc1ccccc12	-5	4	-4	-2	7	-6	5	0	-30
CCn1ncc2c(OCc3ccc(C#N)cc3)cc(C)nc21	-2	-2	-5	-7	-11	-10	4	-2	-28
CCOC(=O)c1cc(NC(=O)NCc2ccco2)c(C)nc1C	3	10	8	-1	6	2	12	0	4
C=C(C)Cn1c(NCCC)nc2c1c(=O)n(C)c(=O)n2C	-9	-13	-1	4	23	46	12	-7	13
COc1ccc(OC)c(C2C(C(=O)c3ccc(C)o3)=C(O)C(=O)N2CCCN2CCOCC2)c1 (centres undefined)	-2	nt	6	5	19	12	8	3	3
CS(=O)(=O)c1ccc2nc(NC(=O)C3C4C=CC(C4)C3C(=O)O)sc2c1 (centres undefined)	-3	2	-8	0	-5	-13	2	1	-25
Clc1ccc(C2CC(c3cccs3)n3ncnc3N2)cc1Cl (centres undefined)	23	13	3	4	4	-10	1	5	-20
C=CCSc1[nH]c(=O)cc(C)c1C(N)=O	-5	-7	3	3	11	0	5	-2	4
CCn1c2ccccc2c2nnc(SCc3cc(=O)n4ccsc4n3)nc21	3	23	13	1	5	10	0	4	8
Cn1cnnc1Sc1nc2c(c(=O)n(C)c(=O)n2C)n1Cc1ccccc1Cl	6	14	7	4	4	11	-4	10	16
Cc1ccc(-n2ncc3c(=O)n(CC(=O)NCc4ccco4)cnc32)cc1C	-7	nt	0	2	8	4	-2	3	-8
COC(=O)c1sc2ccccc2c1C(=O)OC	-2	5	-3	1	23	8	6	3	11
CCOC(=O)N1CCN(CC(=O)Nc2cc3c(cc2C(C)=O)OCO3)CC1	-12	-13	-4	-1	15	-10	-5	-3	-29
O=C(O)C1CCCCC1C(=O)Nc1ccccc1F (centres undefined)	-6	-13	-9	-3	17	-2	9	-5	0
CCCc1cc(=O)[nH]c(SCC(=O)OCc2ccccc2)n1	-2	-7	7	2	15	10	6	3	10
O=C1CN(C(=O)OCc2ccccc2)c2ccccc2N1	1	2	10	6	6	8	6	2	7
O=C(c1ccco1)c1nnn(Cc2ccccc2)c1-c1ccccc1	7	7	-2	5	-2	35	6	4	-8

Only CatS inh, FXIa inh mix and C1s inh, for some of the entries so far:
Structure | CatS inh | FXIa inh mix | C1s inh
O=C1CN(C(=O)OCc2ccccc2)c2ccccc2N1 | 1 | 6 | 7
O=C(c1ccco1)c1nnn(Cc2ccccc2)c1-c1ccccc1 | 7 | 6 | -8

This is a subset. The share of hits here may be higher or lower than overall.
